Screening data as filed in PubChem.
FUS suppressor = rescues growth of FUS-expressing yeast; Potency, µM (top dose mostly 76.6 µM), without a hit: at the top dose growth rescue (activation), usual class: activators; S. cerevisiae FUS-expressing, growth rescue, OD600, 24 h; 390,000 compounds, 0.24% hits;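 also: potency is read from the fitted curve at half-maximal effect; plate controls were DMSO vehicle for no effect and reference control for full effect; nearly all actives have a fitted effect of over 55% in size; some results filed as inactive show a strong effect at the top dose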
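Galactose (2%) drives FUS expression in yeast precultured in raffinose; seeding density OD 0.005. Test compounds incubated 24hr at 30C and 99% humidity before absorbance at 600 nm was measured.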
PI5P4Ka inh = inhibitors of human PI5P4K alpha | PI5P4Kalpha enzyme, ADP-Glo luminescence, 60 min; hits give low values | max response, % | 330,000 compounds, 1.2% hits | AID 652105; active = max response of -50% or lower; inconclusive = between -30% and -50%; inactive = -30% or higher; also: value at the top dose of about 77 µM; % is scaled to controls: 0 for no effect and ±100 for the full control effect
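PI5P4Kalpha ADP-Glo assay; 5 microM ATP final; 60 min RT reaction; HEPES pH 7.4/EGTA/CHAPS, 5% DMSO; controls lacking substrate or enzyme; luminescent end-point.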
Abeta rescue = restores growth of yeast expressing A-beta42 peptide; yeast expressing A-beta42, growth rescue, OD600, 48 h; response scale: 0% DMSO, 100% iron-clioquinol control; Potency, µM (doses to about 46.1 µM), inactives show at the top dose growth rescue, most hits filed as activators; 410,000 compounds, 0.063% hits; AID 1347071; also: potency is read from the fitted curve at half-maximal effect; nearly all actives have a fitted effect of over 55% in size
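Yeast growth medium received pinned compounds, then yeast cells expressing toxic A-beta were added; plates incubated at 30 C for 48 hr. Growth read as absorbance at 600 nm, normalized to DMSO and equimolar FeCl3 plus clioquinol controls.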
IL2 activator = activators of IL-2 | IL-2 activation reporter assay, cell-based qHTS; stimulated with anti-CD3/CD4/CD28 beads; in transgenic mouse T cells | activation, % (series mostly up to about 46 µM) | 360,000 compounds, 0.065% hits | AID 652025; in the data active = activation above about 50%; inconclusive = mostly about 30% to 49%; also: 0% is about no effect
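Quantitative HTS in unstimulated transgenic mouse T cells, with memory T cells as non-tolerant control and PMA/ionomycin as tolerance-bypass control. Compound pretreatment lasted 60 minutes before 18 h bead stimulation; EGFP/DsRed fluorescence read.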
WRN inhibitor = inhibitors of human WRN helicase; Q14191; WRN helicase unwinding, fluorescent forked duplex, kinetic; Potency, µM (highest dose often 114 µM), for the others: at the top dose activity change, negative = inhibition, most hits filed as inhibitors; 360,000 compounds, 0.46% hits; also: potency is read from the fitted curve at half-maximal effect; % is scaled to controls: 0 for no effect and ±100 for the full control effect; nearly all actives have a fitted effect of over 55% in size
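Kinetic red-fluorescence monitoring (525/598 nm) tracks WRN helicase activity after 100 nM fluorophore-quencher forked duplex and 2 mM ATP are added to 20 nM enzyme pretreated 15 min at room temperature with compound.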
PLK1 PBD inh = PLK1 (human) polo-box domain binding inhibition; Plk1 PBD binding of FITC phosphopeptide, fluorescence polarization; Potency, µM, without a hit: max response, negative = inhibition, most hits filed as inhibitors; 360,000 compounds, 2.8% hits; AID 720504; also: potency is read from the fitted curve at half-maximal effect; series mostly up to about 57 µM; % is scaled to controls: 0 for no effect and ±100 for the full control effect; nearly all actives have a fitted effect of over 65% in size
aSyn rescue = rescues yeast growth from alpha-synuclein toxicity; Potency, µM (highest dose often 46.1 µM), without a hit: at the top dose growth rescue (activation), usual class: activators; AID 652106; Yeast expressing alpha-synuclein, growth rescue, BacTiter-Glo, 24 h; 370,000 compounds, 0.14% hits; also: potency is read from the fitted curve at half-maximal effect; % of control where 0% means no effect; nearly all actives have a fitted effect of over 65% in size
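Rescue of yeast growth: cells expressing toxic alpha-synuclein, induced in galactose at OD600 0.02, incubated with compound 24 h at 30 C. ATP luminescence quantified growth; inhibitors of toxicity appear as activators.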
EPAC1 antagonist = EPAC1 (human) antagonism; 360,000 compounds, 0.14% hits; Potency, µM (titrated, usually from 115 µM), for the others: at the highest dose activity change, negative = inhibition, hits mostly inhibitors; EPAC1 GEF assay, Rap1b-BODIPY-GDP exchange fluorescence;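 also: potency is read from the fitted curve at half-maximal effect; plate controls were vehicle for no effect and positive control for full effect; nearly all actives have a fitted effect of over 50% in size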
Target sequence (O95398 whole entry, looked up): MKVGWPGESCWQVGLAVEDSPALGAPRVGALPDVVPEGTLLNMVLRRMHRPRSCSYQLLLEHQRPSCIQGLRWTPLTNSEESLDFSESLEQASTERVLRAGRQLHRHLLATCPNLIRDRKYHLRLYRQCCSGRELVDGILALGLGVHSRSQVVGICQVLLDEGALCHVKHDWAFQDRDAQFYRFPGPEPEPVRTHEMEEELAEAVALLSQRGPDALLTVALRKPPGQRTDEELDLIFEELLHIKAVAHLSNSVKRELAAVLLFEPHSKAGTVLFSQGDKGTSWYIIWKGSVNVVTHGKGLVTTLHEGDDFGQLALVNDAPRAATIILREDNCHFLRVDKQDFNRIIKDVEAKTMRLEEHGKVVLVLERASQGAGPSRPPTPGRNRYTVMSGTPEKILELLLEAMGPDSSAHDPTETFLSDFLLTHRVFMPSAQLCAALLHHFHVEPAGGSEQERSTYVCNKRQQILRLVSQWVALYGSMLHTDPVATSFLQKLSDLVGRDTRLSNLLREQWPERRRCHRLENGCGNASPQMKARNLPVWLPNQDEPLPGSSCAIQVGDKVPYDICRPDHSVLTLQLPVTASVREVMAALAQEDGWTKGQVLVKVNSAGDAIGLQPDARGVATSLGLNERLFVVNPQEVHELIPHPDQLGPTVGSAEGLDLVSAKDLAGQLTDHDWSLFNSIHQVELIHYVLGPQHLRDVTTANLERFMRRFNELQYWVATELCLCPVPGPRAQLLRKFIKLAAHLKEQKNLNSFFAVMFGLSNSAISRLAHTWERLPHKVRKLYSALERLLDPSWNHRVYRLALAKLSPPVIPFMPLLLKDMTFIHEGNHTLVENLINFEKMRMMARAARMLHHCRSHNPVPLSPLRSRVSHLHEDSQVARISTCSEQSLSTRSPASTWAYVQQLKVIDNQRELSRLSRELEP
EPAC1 ag = activates human EPAC1 exchange factor; O95398; EPAC1 agonist qHTS, biochemical assay; response scale: 100% = response to 6.5 mM cAMP; Potency, µM (top dose mostly 154 µM), for inactives: at the highest dose activation, hits mostly activators; 360,000 compounds, 0.073% hits; AID 720707; also: potency is read from the fitted curve at half-maximal effect; nearly all actives have a fitted effect of over 60% in size
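Normalized to 6.5 mM cAMP, activity reflects EPAC1-catalysed release of BODIPY-GDP from Rap1B, followed kinetically over 30 min at 480 nm excitation, 540 nm emission. Reaction contained 100 nM EPAC1, 250 nM Rap1B-BODIPY-GDP, 50 uM GDP.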
* hit, by the source's call; ? = inconclusive; nt = not tested or not shown; [ ] = another dose, or the depositor's remark. Unless noted, calls follow the shape of the dose curve; as a rule, active = well fitted curve in the direction sought with a large enough effect; inconclusive = small, poorly fitted or top-dose-only effect, or another doubt; inactive = no such curve, though single readings can be large; an effect the other way counts as inactive or inconclusive.

Below each SMILES: IL2 activator	EPAC1 ag	EPAC1 antagonist	Abeta rescue	FUS suppressor	PI5P4Ka inh	WRN inhibitor	PLK1 PBD inh	aSyn rescue
- O=C(NCC1CCCCC1)NCC1CCCCC1
 : 1.0	-1%	11%	-6%	-2%	-6	7%	3%	1%
- O=C(CC[C@H]1O[C@@H](n2ccc(=O)[nH]c2=O)[C@H](O)[C@@H]1O)NCCCc1ccccc1
 : 0.2	-4%	8%	-5%	-25%	5	-6%	3%	3%
- CC1SC(=S)N(c2ccc(N(C)C)cc2)C1=O (configuration not stated)
 : -0.7	-3%	16%	-15%	?	4	9%	?	19%
- CC(C)CN(C(=O)CSc1nc2ccccc2[nH]1)C1CCS(=O)(=O)C1 (configuration not stated)
 : -2.1	10%	-4%	-2%	nt	2	7%	-7%	-7%
- O=C(Nc1ccc(OC(F)(F)F)cc1)c1cc(S(=O)(=O)N2CCCCC2)ccc1N1CCOCC1
 : -1.3	-1%	-19%	12%	6%	5	0%	-10%	-7%
- CC(C)n1c(N2CCN(CC(=O)Nc3ccc4c(c3)OCCO4)CC2)nc2ccccc21
 : 0.0	-6%	0%	15%	12%	-3	-1%	3%	-13%
- CN(CC(=O)Nc1cccc(F)c1)C(=O)CN1C(=O)NC2(CCCC2)C1=O
 : -0.3	2%	-17%	2%	-5%	0	-6%	2%	9%[1.84 µM]
- C=CCNS(=O)(=O)NC(=O)C1=C(N2CCCC2)COC1=O
 : 0.9	2%	-3%	1%	4%	0	0%	-2%	2%
- COc1ccccc1-c1c(NC(=O)C(C)C)n(C)c2ccccc2c1=O
 : -2.7	4%	3%	20%	1%	2	7%	0%	1%
- CC1=CS/C(=C(/C#N)C(=O)N2CCCCC2)N1c1ccccc1
 : 0.1	7%	-1%	4%	-6%	-6	-2%	-3%	1%
- COCOc1ccc(C=O)c(O)c1
 : 0.2	-14%	-12%	-30%	-16%	-4	7%	-8%	14%
- CCOC(=O)c1cnn(CCOC(=O)C2CC2)c1NC(=O)C1CC1
 : -0.3	-1%	2%	4%	3%	nt	10%	-2%	1%
- CC(=O)C1=C(O)C(=O)N(c2ccc(O)cc2)C1c1ccccc1 (configuration not stated)
 : -2.5	-2%	8%	12%	1%	-7	0%[57.1 µM]	-4%	2%
- CCn1c(O)c(C=NCCN2CCOCC2)sc1=S
 : -0.7	-2%	12%	2%	-21%	-6	6%	-2%	-2%
- COc1ccc(-c2ccc3[nH]c4c(c3c2)CCN2C(=O)[C@@H]([C@H](C)O)[C@@H](N(C)C(=O)Nc3ccc(F)cc3)C[C@@H]42)cc1
 : -4.0	-10%	-24%	6%	?	-10	-5%	-14%	0%
- COc1ccc(Cc2noc(CN(C)Cc3cccc(-n4cccn4)c3)n2)cc1OC
 : -4.7	-1%	-8%	-6%	2%	1	-4%[57.1 µM]	0%	-1%
- CCOc1ccc(CNS(=O)(=O)c2c(C)nc3sccn3c2=O)cc1OC
 : 2.6	-6%	-2%	-16%	-21%	1	0%	-4%	1%
- NC(=O)CSc1nnc(COc2ccccc2)n1C1CCCCC1
 : -1.6	-2%	5%	9%	19%	nt	10%	-1%	5%
- O=C(c1ccccc1)c1ccc2nc(N3CCN(C(=O)c4ccco4)CC3)c3nncn3c2c1
 : -3.9	-9%	-21%	-4%	17%	-17	-12%	-6%	-3%
- CSc1ccc(-c2cc3c(c4c2ccn4C)C2CCC3C2)cc1 (configuration not stated)
 : 0.1	8%	-4%	-32%[inhibitor]	17%	1	-6%	-4%	3%
- CCOc1ccccc1-c1cncc(NC)n1
 : -0.3	-7%	4%	-13%	-4%	-6	3%	-2%	0%
- COc1cccc2[nH]c(C(=O)NN)c(N)c12
 : 1.3	2%	-17%	-16%	24%	-20	-14%	-11%	1%
- CCCC1CCc2c(sc(NC(=O)OCC)c2C#N)C1 (configuration not stated)
 : -2.3	-7%	1%	11%	2%	18	-3%	-1%	0%
- CCCS(=O)(=O)N1CCN(Cc2ccccc2C(F)(F)F)CC1
 : -1.2	0%	-3%	0%	-5%	nt	1%	-1%	4%
- Cc1cc(C)c2nc(C)cc(Nc3ccc(C(=O)N4CCOCC4)cc3)c2c1
 : -0.2	5%	0%	-45%[inhibitor]	22%	1	3%	-12%	0%
- CC1(C)CC(=O)C2=C(C1)Nc1ccccc1S2
 : -1.5	4%	4%	-19%	16%	-8	-13%	-26%	-1%
- Oc1ccccc1C=Nc1cccc2ccccc12
 : -0.1	6%	-17%	-4%	-19%	0	3%	-3%	-5%
- COc1ccccc1NC(=O)Nc1nc(CC(=O)NCc2ccccn2)cs1
 : -4.8	-1%	3%	4%	3%	1	-4%	-6%	-3%
- CC(=O)NC1C(=O)N(Cc2ccccc2)c2ccc(Br)cc21 (configuration not stated)
 : -2.9	8%	1%	26%	16%	-22	0%	27µM*	7%
- CCCCC(O)(c1ccc(CC)cc1)C(CN1CCOCC1)c1ccccc1 (configuration not stated)
 : -6.0	-8%	2%	30%	7%	11	0%	2%	0%

7 structures out of the list, ordered by SMILES length, largest number first.
Below each SMILES: IL2 activator	EPAC1 ag	EPAC1 antagonist	Abeta rescue	FUS suppressor	PI5P4Ka inh	WRN inhibitor	PLK1 PBD inh	aSyn rescue
- COc1ccc(-c2ccc3[nH]c4c(c3c2)CCN2C(=O)[C@@H]([C@H](C)O)[C@@H](N(C)C(=O)Nc3ccc(F)cc3)C[C@@H]42)cc1
 : -4.0	-10%	-24%	6%	?	-10	-5%	-14%	0%
- O=C(Nc1ccc(OC(F)(F)F)cc1)c1cc(S(=O)(=O)N2CCCCC2)ccc1N1CCOCC1
 : -1.3	-1%	-19%	12%	6%	5	0%	-10%	-7%
- CC(C)n1c(N2CCN(CC(=O)Nc3ccc4c(c3)OCCO4)CC2)nc2ccccc21
 : 0.0	-6%	0%	15%	12%	-3	-1%	3%	-13%
- COc1ccc(Cc2noc(CN(C)Cc3cccc(-n4cccn4)c3)n2)cc1OC
 : -4.7	-1%	-8%	-6%	2%	1	-4%[57.1 µM]	0%	-1%
- CCCCC(O)(c1ccc(CC)cc1)C(CN1CCOCC1)c1ccccc1 (configuration not stated)
 : -6.0	-8%	2%	30%	7%	11	0%	2%	0%
- CCOC(=O)c1cnn(CCOC(=O)C2CC2)c1NC(=O)C1CC1
 : -0.3	-1%	2%	4%	3%	nt	10%	-2%	1%
- NC(=O)CSc1nnc(COc2ccccc2)n1C1CCCCC1
 : -1.6	-2%	5%	9%	19%	nt	10%	-1%	5%

Next section.
Below each SMILES: IL2 activator	EPAC1 ag	EPAC1 antagonist	Abeta rescue	FUS suppressor	PI5P4Ka inh	WRN inhibitor	PLK1 PBD inh	aSyn rescue
- Cc1cc(C)c(S(=O)(=O)N2CCCC(C(=O)N3CCCC3)C2)c(C)c1 (configuration not stated)
 : -2.2	-2%	-8%	6%	nt	-1	-12%	2%	0%
- O=C(NCCC(c1ccccc1)c1ccccc1)c1cnc2sccn2c1=O
 : 1.1	-8%	5%	16%	-23%	-1	12%	-4%	16%
- O=C(NC1CC1)C1CCN(c2ncccn2)CC1
 : -0.5	4%	-13%	0%	-5%	5	12%	-16%	-8%
- NC(=O)/C(=C\c1ccco1)NC(=O)c1ccco1
 : -0.8	3%	-5%	-4%	-14%	-12	8%	-12%	-8%
- CCOc1cc(-c2cc(-c3ccc(NC(C)=O)cc3)nc(N)c2C#N)ccc1O
 : 0.1	5%	-13%	-12%	7%	?	-8%	-13%	-10%
- Cn1c(C(=O)N[C@@H](C(=O)O)c2ccccc2)cc2cc(F)ccc21
 : -0.6	3%	8%	5%	12%	3	-10%	-6%	-1%
- CCCSc1nc2c(=O)[nH][nH]c(=O)c2n1Cc1ccccc1
 : -2.3	-5%	6%	2%	9%	-10	7%	-1%	7%
- O=S(=O)(NCCCc1ccccc1)c1ccc(Br)cc1
 : 0.3	2%	-10%	-13%	33%	5	-5%	-3%	9%
- COc1cccc(CN(Cc2ccco2)S(=O)(=O)c2ccc(S(=O)(=O)NCc3ccccc3)cc2)c1OC
 : -2.5	8%	-1%	-14%	29%	nt	-7%	-8%	16%
- CC(C)C[C@@H]1NC(=O)[C@H](C(C)C)NC(=O)c2cc([N+](=O)[O-])cc(I)c2NCC[C@@H](C(N)=O)NC1=O
 : 0.5	-31%[inhibitor]	?	-5%	3%	-20	-2%	-6%	-3%
- Cc1nc2ccc(S(=O)(=O)N(C)CC(=O)Nc3ccccc3F)cc2s1
 : -0.6	0%	2%	3%	25%	-1	0%	1%	4%
- CCC(C(=O)NC1CCCC1)N(Cc1ccccc1Cl)C(=O)c1snc(C(N)=O)c1N (configuration not stated)
 : 1.7	4%	-4%	-14%	3%	3	-11%	-8%	-1%
- COc1ccc(-n2c(C)cc(C(=O)CN3CCCCC3)c2C)cc1
 : -0.4	-6%	-1%	3%	6%	1	5%	-19%	3%
- CCC(OC(C)=O)c1cc2c(cc1[N+](=O)[O-])OCCO2 (configuration not stated)
 : 2.9	1%	-8%	-10%	-16%	1	5%	-6%	-2%
- CC1=C(C(=O)OC2CCCC2)C(c2ccc(C)o2)C2=C(CC(c3cccs3)CC2=O)N1 (configuration not stated)
 : -3.6	9%	-4%	2%	?	nt	-20%	-7%	-5%
